Akt phos inh: Akt phosphorylation inhibition. Neuro2A IGF-stimulated pAkt S473 HTRF, 20 min; stronger effect = lower value. activity change, % for hits at 50 µM. 0.32% of 360,000 active. AID 651550; in the data active means activity change below about -80%; inconclusive means mostly about -51% to -80%; further: on the % scale 0 is the no-effect control and ±100 the full control effect
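Single-point screen (50 µM final compound) in Neuro2A cells stimulated 20 min with 6 nM IGF at 37 deg C. After lysis, Ser473-phosphorylated Akt read by HTRF (ex 330 nm, em 615/665 nm) as the 665/615 ratio.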
EPAC2 antag: antagonists of human EPAC2; EPAC2 GEF exchange of Rap1B-BODIPY-GDP, fluorescence; Potency, µM (series often up to 114 µM), inactives show at the highest dose activity, negative = inhibition, usual class: inhibitors; AID 720708; 0.18% of 360,000 active; Q8WZA2; further: potency means the concentration at half of the fitted maximal effect; on the % scale 0 is the no-effect control and ±100 the full control effect; nearly all actives have a fitted effect of over 45% in size; many of its hits are not listed in these tables
Target sequence (Q8WZA2 whole entry, looked up): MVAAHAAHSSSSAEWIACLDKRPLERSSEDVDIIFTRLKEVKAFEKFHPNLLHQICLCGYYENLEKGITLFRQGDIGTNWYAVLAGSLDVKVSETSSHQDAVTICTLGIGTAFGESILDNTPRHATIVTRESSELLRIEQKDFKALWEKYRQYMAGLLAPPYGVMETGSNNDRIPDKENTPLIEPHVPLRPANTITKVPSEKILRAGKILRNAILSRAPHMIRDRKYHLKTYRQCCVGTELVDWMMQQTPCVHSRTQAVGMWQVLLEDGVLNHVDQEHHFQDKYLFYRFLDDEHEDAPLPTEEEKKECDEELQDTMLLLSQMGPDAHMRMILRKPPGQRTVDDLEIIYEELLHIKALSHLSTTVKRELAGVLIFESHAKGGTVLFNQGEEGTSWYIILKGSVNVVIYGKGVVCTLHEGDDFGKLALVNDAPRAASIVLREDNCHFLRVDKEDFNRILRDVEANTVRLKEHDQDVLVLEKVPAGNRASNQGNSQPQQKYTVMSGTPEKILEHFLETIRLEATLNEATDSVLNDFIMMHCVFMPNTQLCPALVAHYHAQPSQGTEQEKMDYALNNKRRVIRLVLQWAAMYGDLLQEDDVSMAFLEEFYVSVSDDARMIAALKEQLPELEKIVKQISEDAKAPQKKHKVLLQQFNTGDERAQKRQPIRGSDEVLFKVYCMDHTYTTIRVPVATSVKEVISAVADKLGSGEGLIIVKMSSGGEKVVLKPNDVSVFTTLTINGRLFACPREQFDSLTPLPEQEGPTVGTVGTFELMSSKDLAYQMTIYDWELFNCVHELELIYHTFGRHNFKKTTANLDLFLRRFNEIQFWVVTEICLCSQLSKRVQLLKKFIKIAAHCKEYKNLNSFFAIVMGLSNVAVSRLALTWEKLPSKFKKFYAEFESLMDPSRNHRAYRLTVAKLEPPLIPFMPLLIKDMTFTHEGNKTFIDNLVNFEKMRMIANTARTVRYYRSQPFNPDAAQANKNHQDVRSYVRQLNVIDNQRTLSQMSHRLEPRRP
EPAC2 ag: agonists of human EPAC2 (RAPGEF4); 0.079% of 360,000 active; Potency, µM (top dose mostly 154 µM), inactives show at the highest dose activation, usual class: activators; EPAC2 activation, biochemical qHTS; response scale: 100% = 6.5 mM cAMP response; Q8WZA2; further: potency means the concentration at half of the fitted maximal effect; nearly all actives have a fitted effect of over 50% in size
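Compounds were titrated in qHTS against a Rap1B-BODIPY-GDP (250 nM) complex with EPAC2 (100 nM) and GDP (50 uM). BODIPY-GDP release tracked at 480/540 nm over 30 min at room temperature, normalized to 6.5 mM cAMP.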
Nrf2 block: inhibitors of Nrf2 signaling; A549 ARE-Fluc reporter, luciferase luminescence, 18-24 h; Potency, µM (highest dose often 46 µM), for the others: at the top dose activity change, negative = inhibition, usual class: inhibitors; 2.1% of 360,000 active; further: potency means the concentration at half of the fitted maximal effect; on the % scale 0 is the no-effect control and ±100 the full control effect; nearly all actives have a fitted effect of over 60% in size
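In this cell-based qHTS, ARE-driven firefly luciferase in A549 cells reports Nrf2 activity; the luminescent signal after BugLite lysis is the measured value, with a prior CellTiter-Fluor read for cell health.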
CCT chaperon mod: modulators of cytosolic chaperonin (CCT/TRiC) activity. 0.3% of 360,000 active. activity change, % (concentration not given with the values), hits read low. purified chaperonin ATPase assay, HTRF ADP detection, 30 min; in the data active means activity change below about -30%; further: on the % scale 0 is the no-effect control and ±100 the full control effect
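Nucleotide hydrolysis assay: TRiC at 20–40 nM final (set by batch activity) with 10 uM ATP, 30 min at 37 °C, in presence of 76 uM compound. Detection by competitive ADP HTRF, 30 min ambient.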
Nrf2 activator: Nrf2 pathway activation. AREc32 ARE-luciferase reporter (MCF7-derived line), luminescence, 24 h. 0.31% of 410,000 active. Potency, µM (top dose mostly 46.1 µM), for the others: at the highest dose activation, most hits filed as activators. AID 624171; further: potency means the concentration at half of the fitted maximal effect; % of control where 0% means no effect; nearly all actives have a fitted effect of over 65% in size
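ARE-driven firefly luciferase activity in AREc32 cells measured after a 24 hr compound exposure at 37 deg C, using Steady-Glo reagent and a 30 min room-temperature hold.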
TGFb inhibitor: inhibitors of TGF-b signaling. HepG2 CAGA-GFP TGF-b/SMAD3 reporter, GFP fluorescence, 18 h; TGF-beta stimulated, 500 pg/mL final. Potency, µM (top dose mostly 46.1 µM), inactives show at the highest dose activity, negative = inhibition, hits mostly inhibitors. 1.2% of 410,000 active. AID 588855; further: potency means the concentration at half of the fitted maximal effect; on the % scale 0 is the no-effect control and ±100 the full control effect; nearly all actives have a fitted effect of over 65% in size
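Per well, imaged GFP fluorescence of HEPG2 CAGA-GFP cells gives the signal; cells get compound, then TGF-beta (500 pg/mL final), 18 h at 37 degrees C; %Activity versus -TGF-beta and +DMSO controls.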
Mm-Cpn inhibitor: blocks the Methanococcus maripaludis chaperonin Mm-Cpn; purified Mm-Cpn ATPase, ADP Transcreener TR-FRET; Potency, µM (doses to about 76.9 µM), inactives show at the highest dose activity, negative = inhibition, hits mostly inhibitors; 0.031% of 330,000 active; further: potency means the concentration at half of the fitted maximal effect; on the % scale 0 is the no-effect control and ±100 the full control effect; nearly all actives have a fitted effect of over 80% in size
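Purified archaeal chaperonin (25 nM final) was preincubated with compound for 10 min at 37°C, then ATP (10 uM final) was added for 30 min at 37°C in Tris pH 7.4/KCl/MgCl2/DTT buffer. ADP was quantified by HTRF Transcreener TR-FRET.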
A549 tox: kills or reduces viability of A549 cells in Nrf2 counter-screen; AID 504648; A549 ARE-Fluc cells, CellTiter-Fluor viability, 18-24 h; Potency, µM (doses to about 46 µM), for the others: top-dose activity change, negative = cytotoxicity, actives largely listed as inhibitors; 0.16% of 390,000 active; further: potency means the concentration at half of the fitted maximal effect; on the % scale 0 is the no-effect control and ±100 the full control effect
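A549 ARE-Fluc cells in 5% FBS OPTI-MEM, 5000 cells/well, rested 2 h then exposed to compounds in concentration-response for 18-24 h at 37 °C. Viability by CellTiter-Fluor fluorescence (Ex 405/Em 525) after 30 min; luciferase luminescence (BugLite, 15 min, RT) read afterwards.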
An asterisk follows results filed as active; i = inactive; ? = inconclusive; / = no result given; & = joins results of further samples; [ ] = another dose, or the depositor's remark. Unless noted, the call rests on the fitted dose curve; in most records, active means well fitted curve in the direction sought with a large enough effect; inconclusive means small, poorly fitted or top-dose-only effect, or another doubt; inactive means no such curve, though single readings can be large; an effect the other way counts as inactive or inconclusive. The list is partial; count on the stated rates, not on these rows.

molecule	Akt phos inh	EPAC2 antag	EPAC2 ag	Nrf2 block	CCT chaperon mod	Nrf2 activator	TGFb inhibitor	Mm-Cpn inhibitor	A549 tox
NC(=O)C1CCCN1 (stereo not drawn)	i	11.1%	-0.5%	-11.0%	-0.4	-0.3%	4.8%	0.9%	-5.1%
O=S(=O)(Cc1ccc(Cl)cc1)CC(O)COCc1ccccc1 (stereo not drawn)	i	4.8%	-4.5%	?	1.3	-0.1%	4.4%	-0.2%	-2.8%
CC(C)CC(=O)Nc1ncc([N+](=O)[O-])s1	i	2.1%	5.5%	12.7%	1.9	5.8%	-32.3%	-1.9%	3.8%
CCCCCCCCCCCCC(NC(C)=O)(C(=O)OCC)C(=O)OCC	i	-1.1%	-0.6%	8.2%	2.3	3.8%	-12.3%	0.8%	4.7%
Cc1nc2ncnn2c(N2CCC(C(=O)NCC3CCCO3)CC2)c1Cc1ccccc1 (stereo not drawn)	i	-5.0%	7.2%	2.4%	-3.6	-1.0%	-7.0%	/	7.6%
CCOC(=O)c1c(NC(=O)c2cc(C(C)C)on2)sc(C(C)=O)c1C	i	-1.1%	-1.9%	3.2%&14.2%	-0.1	-0.1%&-0.8%	-12.8%&-2.9%	-2.1%	-0.9%&0.5%
CCO[C@@H]1OC(C(=O)O)=C[C@H](C2CC2)[C@H]1CCCO	i	7.8%	-1.9%	3.7%	-0.3	-0.7%	1.6%	/	-4.3%
NC(=O)NC(=O)CN1C(=O)NC2(CCOc3ccccc32)C1=O (stereo not drawn)	i	8.6%	-0.6%	-7.5%	-2.7	0.4%	-4.7%	0.0%	1.7%
COc1ccc2nc(SCC(=O)NCCc3ccccc3)[nH]c2c1	i	2.1%	4.3%	2.2%	-4.2	0.1%	-20.0%	-2.7%	-2.4%
CC(C)CCNC(=S)Nc1ccc(F)cc1	i	-7.9%	2.1%	-32.6%	-0.8	-0.4%	7.9%	/	-2.6%
Cc1cccc(N2CCN(C(=O)Nc3cn(CC(C)C)c(=O)c4ccccc34)CC2)c1C	/	/	/	?	/	1.5%	?	/	2.1%
CC(C)CNC(=O)C1CCCN1S(=O)(=O)c1ccc(Cl)cc1 (stereo not drawn)	/	-5.9%	6.3%	-15.0%	1.6	-0.3%	-8.5%	2.1%	-1.7%
Cc1ccc(C)n1-c1nnc(N2CCCC(C(=O)Nc3ccc(C(C)C)cc3)C2)s1 (stereo not drawn)	/	/	/	?	/	5.9%	7.94µM*	/	-4.3%
CC(C)(C)c1ccc(C(=O)NCC(=O)N/N=C/c2cccnc2)cc1	i	-11.6%	-2.4%	-6.2%	-2.7	-0.2%	0.3%	0.9%	-6.1%
Cc1ccc(N2C(=O)c3ccc(C(=O)N4CCN(c5cccc(C)c5C)CC4)cc3C2=O)cc1	i	-0.4%	7.3%	-16.0%	-1.1	-0.4%	?	-0.3%	-8.4%
COC(=O)[C@]1(Cc2ccccc2)N[C@H](CN(C)S(=O)(=O)c2ccc(C(F)(F)F)cc2)[C@@H]2C(=O)N(Cc3ccccc3)C(=O)[C@@H]21	i	-8.1%	-10.0%	-5.0%	-1.0	0.8%	-4.0%	-0.8%	0.1%
CCOC(=O)c1sc2cccc(F)c2c1S(=O)(=O)NCc1ccccc1Cl	/	/	/	-25.2%	/	?	2.0%	/	-18.0%
COc1ccc(N2CCN(C(=O)CNC(=O)c3ccc4ccccc4c3)CC2)cc1	i	6.6%	5.6%	-10.1%	-7.6	-0.7%	-9.2%	0.5%	-0.5%
COCCNC(=O)C1(C)Oc2ccccc2NC1=O (stereo not drawn)	i	5.5%	-7.0%	11.6%	0.3	0.1%	-6.5%	-0.7%	-1.5%
CCOCC(=O)Nc1cc(C(=O)NCCc2ccccc2)ccc1Cl	i	18.2%	-3.3%	?	2.6	3.4%	17.2%	0.8%	-2.0%
CC(C)C(=O)Nc1cccc(COc2ccc(CN(Cc3ccccc3)C(=O)OC(C)(C)C)cc2)c1	i	-9.1%	10.0%	16.4µM*	-1.6	4.4%	-34.6%	/	-3.6%
CCOC(=O)C(CC)Sc1nc(N)c(NC(=O)c2ccc(OC)c(OC)c2)c(=O)[nH]1 (stereo not drawn)	i	3.9%	11.1%	16.4%	-1.7	-0.5%	-11.5%	1.6%	-2.2%
Cc1ccc(NC(=O)CC2Sc3ccccc3NC2=O)c(Br)c1 (stereo not drawn)	/	/	/	-20.0%	/	-0.1%	-20.0%	/	9.9%
O=C(CSc1nc2ccccc2c(=O)n1CCCN1CCOCC1)Nc1ccc(F)c(Cl)c1	i	-16.4%	2.5%	-24.1%	-1.4	0.3%	-23.5%	-0.3%	-26.6%
CCc1ccc(NC(=O)c2ccc(CN3C(=O)C(C)=C(c4ccc(C)cc4)S3(=O)=O)cc2)cc1	/	/	/	/	/	-0.7%	0.0%	/	?
CC1(OC(=O)C2CCCC2)C(=O)C=C2C=C(c3ccsc3)N(CC3CC3)C=C2C1=O (stereo not drawn)	i	21.4%	5.0%	-9.8%	-1.4	1.3%	?	-2.2%	-1.7%
Fc1ccccc1N1CCN(c2nc(-c3cccs3)nc3ccccc23)CC1	i	-0.7%	6.1%	?	-0.6	0.3%	30.4%[activator]	-5.4%	11.0%&-5.4%
Cc1sc2ncnc(SCC(=O)Nc3cccc(S(N)(=O)=O)c3)c2c1C	i	1.1%	3.1%	?	0.1	12.4%	3.4%	-1.2%	-3.4%
O=[N+]([O-])c1ccc2oc(/C=C/c3ccc(O)cc3)nc2c1	i	0.5%	5.6%	/	-0.8	9.7%	-5.3%	/	/
Cc1ccccc1-n1sc2cc(F)ccc2c1=O	i	-3.4%	0.8%	-24.9%	0.7	26.5%	?	1.2%	-0.1%
CC(C)NC(=O)c1onc(CSc2ccc(Cl)cc2)c1C(=O)O	i	1.7%	-3.4%	25.8%	1.5	-0.1%	11.2%	1.4%	-1.0%
O=C(Nc1cc(-c2nc3ccccc3s2)ccc1Cl)c1ccc2c(c1)OCO2	i	19.6%	2.8%	?	3.1	7.3%	-7.8%	-11.4%	-1.9%
Cc1cc(NC(=O)CSc2nnc(-c3ccoc3C)n2N)no1	i	-2.9%	6.9%	-12.8%	-3.3	-0.1%	13.2%	3.0%	-0.2%
CCCNC(=O)CSc1nc2nc(C)c(Cc3ccccc3Cl)c(C)n2n1	/	/	/	-9.9%[9.27 µM]	/	1.1%	-8.1%	/	0.7%
COC(=O)c1ccc(-n2c(C)cc(C(=O)CSc3cccc[n+]3[O-])c2C)cc1	i	-9.0%	9.2%	-12.9%	-3.0	3.3%	-6.7%	-10.0%	-4.6%
C(=N\Nc1ccc2ccccc2n1)/c1ccc2c(c1)OCO2	i	-15.6%	27.7%	?	-0.2	-1.6%	?	0.2%	8.6%
Fc1ccccc1CSc1nnc(-c2ccccc2)o1	i	3.0%[57.1 µM]	17.9%	?	-1.1	1.9%	-11.9%	0.0%	-18.1%
O=[N+]([O-])c1ccccc1N/N=C/c1cccc(O)c1O	i	-1.5%	4.4%	?	0.2	?	?	1.6%	-22.5%
O=C(NCc1cc(Cl)cc(Cl)c1)c1ccc2sc([C@H]3C[C@H](O)[C@@H](CO)O3)nc2c1	i	10.3%	3.2%	/	-0.2	4.9%	10.6%	/	/
CCCCN(C(=O)CCC(=O)O)C1CC(=O)N(c2ccc(OCCC)cc2)C1=O (stereo not drawn)	i	7.6%	0.2%	?	1.3	-0.1%	-9.6%	1.2%	4.8%
Cc1cccc(C)c1OCC(=O)Nc1nc(-c2ccc(Br)cc2)ns1	/	/	/	?	/	0.0%	-9.9%	/	-17.7%
COc1cc(OC)cc(-c2nnc(NC(=O)c3ccc4c(c3)OCCO4)o2)c1	i	-3.1%	-9.7%	4.1%	1.7	-0.4%	2.8%	2.7%	-5.4%
OC[C@@H]1CN(Cc2ccc(Cl)cc2)C[C@H](n2cnc3c(N4CCN(c5ccccc5)CC4)ncnc32)O1	/	-9.8%	6.3%	/	1.5	-0.1%	?	/	/
Cc1cccc(-c2nc3c(cnn3-c3ccccc3)c(=O)n2-c2cccc(Cl)c2)c1	/	/	/	-10.8%	/	3.9%	-28.3%	/	7.9%
CN(CCO)c1ccc(C(C(=O)c2ccccc2)c2ccc(N(C)CCO)cc2)cc1	i	-11.6%	8.1%	-19.6%	0.0	5.6%	-9.9%	-1.9%	-7.1%
CNc1nc(Nc2ccc(Br)cc2)nc(N)c1[N+](=O)[O-]	i	-22.2%	5.2%	13.0%	-1.7	?	0.0%	-0.8%	-0.3%
COc1ccc(-c2ccc3c(N)c(C(=O)NCc4ccc(C)cc4)sc3n2)cc1	/	/	/	-6.1%	/	0.1%	?	/	3.4%
CCOC(=O)c1c(NC(C)=O)sc2c(OCC(O)CN(CC)CC)c(Br)ccc12 (stereo not drawn)	i	-3.7%	2.2%	24.3%	-14.7	10.2%	-15.5%	-1.1%	?
COc1cccc2cc(-c3csc(CCn4nc(C)cc4C)n3)c(=O)oc12	i	-1.9%	-4.2%	?	-4.0	5.8%	16.2%	-3.4%	-2.5%
CCN(CC)c1ccc(NS(=O)(=O)c2cc(-c3onc(C)c3C)ccc2OC)c(C)c1	/	/	/	-10.9%	/	0.3%	-29.5%	/	7.2%

Part of the list above, with two lines to a compound:
Every second line gives: Akt phos inh, EPAC2 antag, EPAC2 ag, Nrf2 block, CCT chaperon mod, Nrf2 activator, TGFb inhibitor, Mm-Cpn inhibitor, A549 tox
O=C(NCc1cc(Cl)cc(Cl)c1)c1ccc2sc([C@H]3C[C@H](O)[C@@H](CO)O3)nc2c1
    i, 10.3%, 3.2%, /, -0.2, 4.9%, 10.6%, /, /
O=[N+]([O-])c1ccccc1N/N=C/c1cccc(O)c1O
    i, -1.5%, 4.4%, ?, 0.2, ?, ?, 1.6%, -22.5%
